# Screens: PubChem BioAssay, several laboratories
# TRPC4 inh = blocks the mouse TRPC4 cation channel | 0.39% of 300,000 active | Q9QUQ5 | HEK293 TRPC4beta/mu-opioid, DAMGO-evoked Fluo4 calcium flux; stronger effect = lower value | AID 2247 | B-score at 10 µM;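 active = B-score over 3 SD under the library average, no early fluorescence shift, positive overall ratio signal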
#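 material = TRPC4beta/mu-opioid receptor HEK293 cell line | probe or stimulus = sequential submaximal and maximal DAMGO stimulation | compound dosing = one concentration per compound | measured by = Fluo4 Ca2+ flux fluorescence | evaluation = integrated fluorescence ratio relative to baseline, converted to per-well B score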
# SKKanGAS inh = SKKanGAS growth inhibition; inhibition, % at 7.5 µM; S. pyogenes SKKanGAS, kanamycin growth, BacTiter-Glo, 6 h; 1.3% of 300,000 active;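 active = mean replicate score, as percent of positive control median, at least 50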;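 also: strain carries kanamycin resistance gene driven by streptokinase promoter and grows in 40 µg/ml kanamycin; loss of luminescence reflects streptokinase promoter inhibition or plain growth inhibition; 0% = median of DMSO wells and 100% = positive control at its reference dose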
# MrgX1 antag = human MrgX1 receptor antagonism, primary screen; Q96LB2; MRGX1-HEK293 calcium flux, Fluo-4, BAM8-22 antagonism; stronger effect = lower value; B-score at 10 µM; 1.3% of 310,000 active; AID 588676;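 active = calcium-response B-score plate-corrected more than 3 library SD below zero, starting fluorescence within 5 deviations, no agonist response on first addition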;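 also: peak minus trough fluorescence over baseline after final BAM8-22 challenge near maximal dose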
# Target sequence (Q96LB2 whole entry, looked up): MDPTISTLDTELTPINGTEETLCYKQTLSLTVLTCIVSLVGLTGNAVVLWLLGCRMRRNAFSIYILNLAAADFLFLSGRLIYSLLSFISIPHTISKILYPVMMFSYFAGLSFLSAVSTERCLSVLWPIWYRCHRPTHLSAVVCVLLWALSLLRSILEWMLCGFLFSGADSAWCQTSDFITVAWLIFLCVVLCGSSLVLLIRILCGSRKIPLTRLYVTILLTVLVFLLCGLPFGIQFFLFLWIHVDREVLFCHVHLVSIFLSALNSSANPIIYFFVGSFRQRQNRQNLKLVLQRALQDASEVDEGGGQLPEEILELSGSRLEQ
# aSyn 5UTR inh = MLPCN primary screen, SNCA 5' untranslated region; alpha-synuclein 5'UTR reporter, inhibitor activity; inhibition, % (tested at 7.5 µM); 0.82% of 300,000 active; in the data active = inhibition above about 60%;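 also: H4 neuroglioblastoma cells stably carrying SNCA 5'UTR luciferase fusion; 0% = DMSO wells and 100% = positive control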
# TRPC4 agonist = opens the mouse TRPC4 cation channel; HEK293 TRPC4beta/mu-opioid, Fluo4 calcium fluorescence; stronger effect = higher value; 0.49% of 310,000 active; AID 2237; Q9QUQ5; B-score at 10 µM;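 active = B-score above 5 SD of library B-scores, and initial fluorescence ratio not above library mean plus 5 SD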;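 also: positive B-score marks a calcium rise read as TRPC4 activation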
#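 System: HEK293 cells stably co-expressing mouse TRPC4beta and mu-opioid receptor; Schedule: Fluo4 dye loading 45 min at room temperature, 110 s recording; Detection: Fluo4 fluorescence, kinetic; Evaluation: B-scored integrated calcium fluorescence ratio; Controls: buffer (low) and maximal DAMGO (high).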
# TRPC4 PAM = TRPC4 (mouse) allosteric potentiation. 0.42% of 310,000 active. HEK293 TRPC4beta/mu-opioid, DAMGO EC20, Fluo-4 Ca2+ flux; stronger effect = higher value. AID 2227. B-score at 10 µM. Q9QUQ5;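 active = B-score of calcium response area above 5 SD of library B-scores, with initial fluorescence ratio within 5 SD of library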;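 also: B-score of integrated fluorescence ratio over time as area under calcium response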
# IEC-6 tox = IEC-6 cytotoxicity, counter-screen for KLF5 inhibitors | luminescence viability | inhibition, % at 5 µM | 0.78% of 290,000 active; in the data active = inhibition above about 22%;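 also: 0% = plate median of test compound wells and 100% = cytotoxic reference compound wells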
# HIF act = HIF pathway transcriptional activation | AID 1910 | U2OS HRE-luciferase reporter, luminescence; normalized: DMSO 0%, desferrioxamine 100% | activation, % at 7.5 µM (by protocol) | 0.32% of 300,000 active;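 active = mean activation of at least 10% of the iron chelator positive control signal, with at least half of replicates also reaching 10%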
# KLF5 inh = kruppel-like factor 5 inhibition; DLD-1 KLF5 promoter-luciferase reporter, luminescence; 0.23% of 290,000 active; inhibition, % at 5 µM;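 active = inhibition above a per-plate limit of that plate's mean compound inhibition plus 3 SD, cut at about 60% in these data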;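 also: 0% = DMSO wells and 100% = LY294002 at 200 µM; higher means less KLF5 promoter-driven luciferase light; inactives centre near -14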
# TRPC6 inhibitor = mouse TRPC6 channel inhibition. B-score at 10 µM. HEK293-TRPC6, membrane potential dye, ACh-evoked depolarization; stronger effect = lower value. 1.1% of 310,000 active;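 active = B-score under library mean minus 3 SD, initial fluorescence not abnormally high, positive integrated signal ratio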;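 also: B-score derived from integrated fluorescence ratio over the kinetic read; more negative B-score means stronger inhibition of depolarization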
# TRPC6 act = activators of mouse TRPC6 channel; Q61143; HEK293-TRPC6 membrane potential dye fluorescence; stronger effect = higher value; B-score at 10 µM; 0.13% of 310,000 active; AID 2550;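 active = B-score of the integrated fluorescence ratio above library mean plus 3 SD, and starting fluorescence ratio within library mean plus 5 SD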;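 also: higher score means more depolarization so channel activation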
# Active calls of the source: *; i = inactive; . = no result given.
SMILES,TRPC4 inh,SKKanGAS inh,MrgX1 antag,aSyn 5UTR inh,TRPC4 agonist,TRPC4 PAM,IEC-6 tox,HIF act,KLF5 inh,TRPC6 inhibitor,TRPC6 act
CCC(=O)n1nc(-c2ccccc2)nc1N,i,-5,i,1,i,i,3,0.1,10,i,i
O=C(c1ccc(N2CCCCCC2)c([N+](=O)[O-])c1)N1CCc2ccccc21,i,12,i,-34,i,i,1,-25,-2,i,i
Cc1ccc(S(C)(=O)=O)cc1C(=O)N1CC(C(N)=O)Oc2ccccc21 (stereo not drawn),i,2,i,4,i,i,7,0.3,-5,i,i
CN(C)/C=N/c1c(C#N)cnn1-c1ccccc1,i,-1,i,-4,i,i,4,.,-8,i,i
CCCCCOc1ccc(NC(=O)C2OC3OC(C)(C)OC3C3OC(C)(C)OC23)cc1 (stereo not drawn),i,2,i,-4,i,i,-6,0.1,-3,i,i
COCCNC(=O)c1cccc(OC2CCN(Cc3ccc(F)c(OC)c3)CC2)c1,i,-11,i,-9,i,i,2,-0.8,-27,i,i
COc1ccc(CNC(=O)C(c2ccco2)N(Cc2cccs2)C(=O)Cc2cccs2)cc1 (stereo not drawn),i,2,i,12,i,i,2,-0.8,-51,i,i
Cc1cc(C)nc(SCc2cc(=O)c(OC(=O)c3ccc(Br)o3)co2)n1,i,-2,i,1,i,i,-10,0.5,-9,i,i
Cc1ccc(NC2CCCN(C(=O)Cc3nonc3C)C2)cc1C (stereo not drawn),i,3,i,9,i,i,4,0.1,-29,i,i
CCN(CC)c1ccc(C(=O)n2cnc3ccccc32)cc1,i,4,i,-128,i,i,0,6.2,-21,i,i
C=CCN1C(=O)CN=C1NCc1ccccc1,i,0,i,18,i,i,0,-5.0,-14,i,i
COc1ccc(CCNC(=O)C2CCN(S(=O)(=O)c3ccc4c(c3)oc(=O)n4C)CC2)cc1OC,i,0,i,7,i,i,-3,0.4,-33,i,i
COc1ccc(CCC(=O)NCCS(=O)(=O)N2CCN(c3ccccc3OC)CC2)cc1,i,29,i,-112,i,i,1,0.5,-9,i,i
CN1CCN(C(=O)c2cc3c(=O)n4ccccc4nc3s2)CC1,i,-3,i,-21,i,i,-3,0.6,7,i,i
Cc1ccc2c(c1)sc(=NC(=O)c1cccs1)n2C,i,-9,i,85*,i,i,12,-5.9,2,i,i
O=C(Nc1ccc(S(=O)(=O)N2CCOCC2)cc1)C1CCN(S(=O)(=O)c2ccc(F)cc2)CC1,i,2,i,14,i,i,.,-1.2,.,i,i
CCN(CC)C(=O)c1cc2sc3ccccc3c2s1,i,-3,i,-134,i,i,2,2.0,-139,i,i
O=C(/C=C/c1ccccc1[N+](=O)[O-])N1CCN(c2ccc(F)cc2)CC1,i,-3,i,20,i,i,3,0.2,-1,i,i
CCOC(=O)C1=C(C)SC2=NS(=O)(=O)CCN21,i,-4,i,-4,i,i,1,-0.7,-36,i,i
O=C(O)CSc1c2c(nc3cc(C(=O)Nc4cccc(C(F)(F)F)c4)ccc13)CCCC2,i,30,i,-43,i,i,2,-0.7,-9,i,i
O=C(CSc1nncs1)NC(=O)NCc1ccccc1,i,-2,i,0,i,i,3,0.0,-38,i,i
COc1cc2c(cc1OC)C(c1ccccc1)N(C(=O)CCl)CC2 (stereo not drawn),i,-7,i,-86,i,i,-8,-0.5,14,i,i
CC(CC(=O)NC1CCCCC1)S(=O)(=O)c1ccc2c(c1)NC(=O)CO2 (stereo not drawn),i,-1,i,5,i,i,6,0.1,-13,i,i
CCOc1ccc(NS(=O)(=O)c2cc3c(cc2C)N(C)CCO3)cc1,i,-3,i,1,i,i,1,0.5,4,i,i
CC(=O)Oc1ccccc1C(=O)NC(C)CCc1ccccc1 (stereo not drawn),i,7,i,-7,i,i,6,-2.9,-34,i,i
Cc1cccc(N=C2NN=C(c3c(C)[nH]c4ccccc34)CS2)c1,i,98*,i,-90,i,i,1,-0.4,-11,i,i
CCOC(=O)Cn1c(=N)n(Cc2ccccc2)c2ccccc21,i,0,i,8,i,i,-6,-0.2,1,i,i
O=C(NCc1cccs1)C1CCC(CNS(=O)(=O)c2ccc(Br)s2)CC1 (stereo not drawn),i,-8,i,16,i,i,-3,-0.3,-22,i,i
Cc1ccc2nc(SCC(=O)Nc3cccc(S(N)(=O)=O)c3)[nH]c2c1,i,-15,i,10,i,i,5,0.3,-17,i,i
CC(C)(C)NCc1cc(Cl)ccc1OCc1ccccc1F,i,5,i,7,i,i,3,-0.3,-17,-8.1*,18*
CCOC(=O)c1ccc(S(=O)(=O)N2CCN(C3CCCC3)CC2)cc1,i,-12,i,15,i,i,1,-0.2,-39,i,i
CC1(C(=O)NCC2CC2)C=CC2(CCCCC2)N1C(=O)c1ccccc1 (stereo not drawn),i,6,i,-42,i,i,1,2.1,-14,i,i
COc1ccc(N=Cc2cc(Cl)ccc2O)cc1Cl,i,-2,i,-12,i,i,-2,3.6,-16,i,i
COc1ccc(/C=N/OCC(=O)NCC(C)C)c(OC)c1,i,-3,i,13,i,i,-5,-0.6,14,i,i
CCCN(CC1CC1)C(=O)COC(=O)c1[nH]c(C)c(C(=O)OCC)c1C,i,-2,i,-31,i,i,-4,0.3,-11,i,i
COc1ccc(NC2SC(=O)N(C)C2=O)cc1 (stereo not drawn),i,-13,i,-3,i,i,-4,0.3,-56,i,i
COc1ccc(/C(C)=N\NS(C)(=O)=O)c(OC)c1,i,-5,i,7,i,i,2,-0.2,-7,i,i
Clc1cccc(Cl)c1CNC1CCCC1,i,-3,i,13,i,i,0,-0.3,19,i,i
CC(C)[C@H](NC(=O)N1CCn2c1nc1ccccc12)C(=O)NC1CC1,i,-2,i,-11,i,i,-3,-0.2,-46,i,i
O=C(Nc1cccc2cccnc12)c1cccc2ccccc12,i,9,i,-42,i,i,1,0.7,-31,i,i
CSc1nc(N2CCN(c3ccccc3)CC2)cc(N2CCN(c3ccccc3)CC2)n1,i,1,-5.5*,-55,i,i,3,0.4,-25,i,i
Cc1cccc(-c2oc(C)c(C)[n+]2[O-])c1,i,-18,i,6,i,i,-2,-0.4,-33,i,i
CCOC(=O)CN1CC23C=CC(O2)C(C(=O)NCc2ccc(C)cc2)C3C1=O (stereo not drawn),i,3,i,8,i,i,1,0.2,-6,i,i
CCOc1ccc(NC(=S)N2CCC(NC(=O)C3CCCCC3)CC2)cc1,i,-15,i,9,i,i,7,-5.0,9,i,i
CCc1ccc(NC(=O)Nc2c(C)n(C)n(-c3ccccc3)c2=O)cc1,i,0,i,20,i,i,6,-0.1,8,i,i
Cc1ccc(C(=O)Nc2ccc(Cl)cn2)cc1,i,2,i,-41,i,i,1,0.8,-133,i,i
COc1ccc(CNC(=O)c2ccc(Cl)c(NC3=NC4CS(=O)(=O)CC4S3)c2)cc1 (stereo not drawn),i,-1,i,14,i,i,1,0.0,10,i,i
COC(=O)CCN(C1CCCCC1)S(=O)(=O)c1ccc(S(=O)(=O)N2CCCCC2)cc1,i,1,i,7,i,i,-8,-0.3,2,i,i
Oc1ccccc1N1CCN(c2ncnc3scc(-c4ccc(F)cc4)c23)CC1,i,26,i,29,i,i,0,-20,6,i,i
CC(=O)Oc1cccc(C(=O)Nc2ccc3c(c2)C(=O)N(CC2CCCO2)C3=O)c1 (stereo not drawn),i,-2,i,-26,i,i,1,0.3,-59,i,i
Cc1cc(N2CCCC2)nc(-c2ccccc2O)n1,i,-5,i,-62,i,i,4,1.2,-12,i,i
O=C(OCc1cn(Cc2ccccc2)nn1)c1ccccc1,i,0,i,-24,i,i,.,0.2,.,i,i
CNC(=O)c1cc(S(=O)(=O)Nc2ccc3c(c2)OCCO3)ccc1C,i,-3,i,-5,i,i,12,-1.7,-24,i,i
C=CCN1C=C2C(=O)C(C)(OC(=O)c3ccc(OC)cc3)C(=O)C(c3ccco3)=C2C=C1CCCC (stereo not drawn),i,-3,i,4,i,i,.,0.5,.,i,i
O=C1C(CCCNC(=S)NCc2ccccc2)NC(=S)N1Cc1ccccc1 (stereo not drawn),i,5,i,13,i,i,-3,-0.4,8,i,i
O=C(NC(=S)NCCC1=CCCCC1)c1cccnc1,i,1,i,5,i,i,-1,0.0,3,i,i
Cc1c(Cl)c([N+](=O)[O-])nn1CC(=O)NC1CCCCC1,i,-8,i,0,i,i,0,0.5,-6,i,i
O=C1C2CCCCN2C(=O)N1CCCN1CCN(c2ccc(F)cc2)CC1 (stereo not drawn),i,-2,i,-6,i,i,5,0.2,-14,i,i
Cc1onc(-c2ccccc2Cl)c1C(=O)NNC(=O)c1ccc(F)cc1,i,1,i,21,i,i,10,0.0,-14,i,i
C=CCn1c2ccccc2c2nn(C)c(=S)nc21,i,-3,i,38,i,i,-2,-0.6,-9,i,i
O=C(N/N=C/c1ccncc1)c1cc([N+](=O)[O-])cc([N+](=O)[O-])c1,i,-1,i,30,i,i,4,-0.3,1,i,i

# 3 of these compounds in a different format.
Cc1c(Cl)c([N+](=O)[O-])nn1CC(=O)NC1CCCCC1
- TRPC4 inh = i
- SKKanGAS inh = -8
- MrgX1 antag = i
- aSyn 5UTR inh = 0
- TRPC4 agonist = i
- TRPC4 PAM = i
- IEC-6 tox = 0
- HIF act = 0.5
- KLF5 inh = -6
- TRPC6 inhibitor = i
- TRPC6 act = i
CNC(=O)c1cc(S(=O)(=O)Nc2ccc3c(c2)OCCO3)ccc1C
- TRPC4 inh = i
- SKKanGAS inh = -3
- MrgX1 antag = i
- aSyn 5UTR inh = -5
- TRPC4 agonist = i
- TRPC4 PAM = i
- IEC-6 tox = 12
- HIF act = -1.7
- KLF5 inh = -24
- TRPC6 inhibitor = i
- TRPC6 act = i
COc1ccc(CNC(=O)c2ccc(Cl)c(NC3=NC4CS(=O)(=O)CC4S3)c2)cc1 (stereo not drawn)
- TRPC4 inh = i
- SKKanGAS inh = -1
- MrgX1 antag = i
- aSyn 5UTR inh = 14
- TRPC4 agonist = i
- TRPC4 PAM = i
- IEC-6 tox = 1
- HIF act = 0.0
- KLF5 inh = 10
- TRPC6 inhibitor = i
- TRPC6 act = i

# MrgX1 antag: what is marked active above.
Molecule | TRPC4 inh | MrgX1 antag | aSyn 5UTR inh | TRPC4 agonist | TRPC4 PAM | KLF5 inh | TRPC6 act
CSc1nc(N2CCN(c3ccccc3)CC2)cc(N2CCN(c3ccccc3)CC2)n1 | i | -5.5* | -55 | i | i | -25 | i
